# Bioassay records: PubChem, Sanford-Burnham Center for Chemical Genomics
# APJ antag: APJ receptor antagonism; inhibition, % at 20 µM; 330,000 compounds, 0.32% hits; CHO-K1 APJ beta-arrestin complementation, luminescence; P35414;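 active means inhibition above about 40% at 20 µM, limit read from the data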;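 further: cells challenged with 10 nM apelin-13 agonist together with compound; plate controls were apelin-13 plus DMSO wells for no effect and DMSO wells lacking apelin-13 for full effect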
# Target sequence (P35414 whole entry, looked up): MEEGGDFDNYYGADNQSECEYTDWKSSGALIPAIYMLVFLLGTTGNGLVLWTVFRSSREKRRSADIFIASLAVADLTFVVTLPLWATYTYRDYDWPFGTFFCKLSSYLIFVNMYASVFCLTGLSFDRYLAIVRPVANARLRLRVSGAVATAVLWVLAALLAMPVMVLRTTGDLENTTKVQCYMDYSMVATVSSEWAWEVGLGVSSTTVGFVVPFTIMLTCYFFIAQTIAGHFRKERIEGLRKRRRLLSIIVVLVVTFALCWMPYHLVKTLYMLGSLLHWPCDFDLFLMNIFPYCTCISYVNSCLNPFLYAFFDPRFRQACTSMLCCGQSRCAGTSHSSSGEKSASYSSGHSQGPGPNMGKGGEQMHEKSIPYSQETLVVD
# UBC13 inh: inhibitors of human UBC13 polyubiquitin chain formation; P61088; TR-FRET; inhibition, % at 20 µM; 330,000 compounds, 0.47% hits; in the data active means inhibition above about 45%, passing the limit was not always enough
# EBI2 block: antagonists of human EBI2 receptor; P32249; EBI2 beta-arrestin recruitment, luminescence, 7a,25-OHC stimulated; inhibition, % at 5 µM; 360,000 compounds, 0.81% hits; AID 651636; in the data active means inhibition above about 38%;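 further: enzyme fragment complementation signal reports receptor beta-arrestin coupling in cells; 0% = agonist plus DMSO wells and 100% = wells without agonist; some results beyond the cut were filed as inactive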
# CCR6 antagonist: blocks CCL20-driven beta-arrestin recruitment at human CCR6. P51684. CHO-K1 CCR6 PathHunter beta-arrestin, luminescence, CCL20-stimulated. inhibition, % at 20 µM. 340,000 compounds, 0.49% hits;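 active means compounds whose inhibition of the agonist-driven luminescence signal at 20 µM reaches about 50%, limit read from the data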;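 further: cells stimulated with CCL20 at 14 nM final; plate controls were DMSO with CCL20 for no effect and DMSO without agonist for full effect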
# Gli-Sufu block: blocks Gli-Sufu signaling in a luciferase reporter. Sufu-KO-LIGHT fibroblasts, Gli luciferase reporter luminescence. inhibition, % at 5 µM. 340,000 compounds, 0.74% hits. AID 588413;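 active means inhibition above about 55%, limit read from the data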;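 further: 0% = DMSO-treated cells and 100% = wells with medium but no cells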
# CXCR6 inh: CXCR6 (human) receptor inhibition | O00574 | CHO-K1 PathHunter CXCR6 beta-arrestin, luminescence | inhibition, % at 20 µM | 360,000 compounds, 0.36% hits | AID 602244; in the data active means inhibition above about 34%, passing the limit was not always enough;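 further: antagonist mode with CXCL16 agonist at 10 nM final; 0% = 10 nM CXCL16 with DMSO and 100% = unstimulated wells without agonist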
# Target sequence (O00574 whole entry, looked up): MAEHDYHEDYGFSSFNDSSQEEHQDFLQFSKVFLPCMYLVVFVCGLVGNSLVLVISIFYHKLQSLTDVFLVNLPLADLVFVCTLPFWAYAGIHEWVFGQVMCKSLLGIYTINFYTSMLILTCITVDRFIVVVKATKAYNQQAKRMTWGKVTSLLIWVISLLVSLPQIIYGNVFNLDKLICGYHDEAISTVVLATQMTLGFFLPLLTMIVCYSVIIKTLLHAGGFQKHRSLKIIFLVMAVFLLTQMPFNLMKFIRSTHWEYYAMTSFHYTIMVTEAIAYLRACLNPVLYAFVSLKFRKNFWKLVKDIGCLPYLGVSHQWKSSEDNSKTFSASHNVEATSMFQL
# ATG4B inhibitor: blocks human ATG4B protease cleavage of LC3 substrate. ATG4B cleavage of LC3-PLA2, NBD-HPC fluorescence, 1 h. inhibition, % at 8.33 µM. 340,000 compounds, 0.51% hits. Q9Y4P1; in the data active means inhibition above about 40%
# Target sequence (Q9Y4P1 whole entry, looked up): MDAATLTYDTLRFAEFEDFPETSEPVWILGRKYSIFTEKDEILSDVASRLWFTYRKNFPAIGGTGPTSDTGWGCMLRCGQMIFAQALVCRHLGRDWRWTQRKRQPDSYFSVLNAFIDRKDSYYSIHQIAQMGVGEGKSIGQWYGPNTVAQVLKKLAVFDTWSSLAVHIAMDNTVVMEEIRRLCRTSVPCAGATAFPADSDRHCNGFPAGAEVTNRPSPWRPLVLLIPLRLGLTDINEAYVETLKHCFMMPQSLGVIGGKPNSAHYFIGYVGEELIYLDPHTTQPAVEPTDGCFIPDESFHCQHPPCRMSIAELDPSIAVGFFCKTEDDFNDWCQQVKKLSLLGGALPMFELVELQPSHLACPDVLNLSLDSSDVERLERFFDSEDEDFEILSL
# APJ ag: activates the human apelin receptor APJ; P35414; CHO-K1 APJ PathHunter beta-arrestin, luminescence; 0% DMSO wells, 100% apelin; activation, % at 20 µM; 330,000 compounds, 0.11% hits;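 active means activation more than six SD over the plate average, tested at 20 µM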;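 further: 0% = DMSO alone and 100% = apelin-13 at 10 nM; some results filed as inactive read as strong as hits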
#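 system = engineered CHO-K1 APJ arrestin reporter cells | input = 1000 cells per well | timing = overnight seeding, 90 min compound at 25 °C, 1 h detection | measured by = enzyme-fragment complementation luminescence | read-out = beta-arrestin recruitment to APJ as agonist activity, luminescent signal | control set = negative DMSO alone, positive Apelin-13 at 10 nM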
# An asterisk follows results filed as active; i = inactive; . = not tested or not shown.
SMILES,APJ antag,UBC13 inh,EBI2 block,CCR6 antagonist,Gli-Sufu block,CXCR6 inh,ATG4B inhibitor,APJ ag
O=C1CCCC(O)=C1N=Nc1c(Cl)cc(C(F)(F)F)cc1Cl,4,-6,8,29,11,14,-6,-2
COc1ccc(Cn2ccc(=O)c(Cc3c(Cl)cccc3Cl)c2C)cc1,12,7,5,-8,1,10,-6,-2
CN1CCN(CC(=O)Nc2nnc(-c3cccs3)s2)CC1,4,10,-7,9,-1,3,-5,-2
CSc1ccc(S(=O)(=O)Nc2ccc3c(c2)NC(=O)CC3)cc1,-14,0,-6,-13,34,-6,-9,2
CC(C)n1c(SCC(=O)c2ccc3c(c2)OCCO3)nc2c1c(=O)n(C)c(=O)n2C,13,1,.,-7,10,.,-5,3
COc1cccc(/C=N/NC(=O)CCn2cnc3ccccc32)c1,-20,0,-5,7,8,-6,-11,8
CC(C)(C)c1cc(C(=O)NC2CC2)n(Cc2ccc(F)cc2)n1,-2,8,-4,-9,-3,3,8,1
O=C(OCc1nnc(-c2ccccc2)o1)c1ccc2c(c1)C(=O)N(CCc1ccccc1)C2=O,19,4,-1,7,-3,-7,-9,-4
O=C(CCN1C(=O)S/C(=C\c2ccccc2)C1=O)Nc1ccc(S(=O)(=O)Nc2nccs2)cc1,-22,-14,0,13,-1,5,-7,-3
CC(C)(C)c1ccc(-c2nc(C#N)c(NCCCn3ccnc3)o2)cc1,5,35,-13,-7,1,5,-14,2
Cc1cccc(C(=O)NC(C)C(=O)NC(c2nc3ccccc3[nH]2)C(C)C)c1 (centres undefined),-5,5,-9,5,1,-4,3,0
COC(=O)Cn1cnc2sc(C)c(S(=O)(=O)N3CCN(c4ccccc4OC)CC3)c2c1=O,8,2,-7,-16,-47,-10,-10,-3
CCOCCCNC(=O)C1CCN(c2cc(C)nc3c(-c4ccc(OC)c(OC)c4)c(C)nn23)CC1,-7,-3,-1,-1,3,-2,0,-2
CSCCC(C(=O)O)N1C(=O)c2ccc(C(=O)O)cc2C1=O (centres undefined),12,1,-7,17,6,-2,-1,-3
CCc1ccc2[nH]c(=O)c(CN(Cc3ccc4c(c3)OCO4)Cc3nnnn3C3CCCC3)cc2c1,12,-6,-11,14,9,5,-5,1

# Not a retest: an excerpt of the list.
SMILES,APJ antag,UBC13 inh,EBI2 block,CCR6 antagonist,Gli-Sufu block,CXCR6 inh,ATG4B inhibitor,APJ ag
COC(=O)Cn1cnc2sc(C)c(S(=O)(=O)N3CCN(c4ccccc4OC)CC3)c2c1=O,8,2,-7,-16,-47,-10,-10,-3
CCOCCCNC(=O)C1CCN(c2cc(C)nc3c(-c4ccc(OC)c(OC)c4)c(C)nn23)CC1,-7,-3,-1,-1,3,-2,0,-2

# Later entries.
SMILES,APJ antag,UBC13 inh,EBI2 block,CCR6 antagonist,Gli-Sufu block,CXCR6 inh,ATG4B inhibitor,APJ ag
Cc1ccc2c(CN3CC(C)CC(C)C3)cc(=O)oc2c1 (centres undefined),16,5,7,21,-21,-1,0,1
COC(=O)C1=C(C)C(c2cccs2)NC(=O)N1C (centres undefined),-6,-6,-6,0,2,0,-11,3
CC(C)(C)NC(=O)CON=C1c2ccccc2-c2ccccc21,21,2,4,14,3,-6,-1,-1
Cc1ccc(-c2nnc(SCC(=O)CC(=O)Nc3ccccc3)n2C)cc1,6,15,-4,-8,3,1,-12,-7
COC(=O)COc1nsnc1N1CCOCC1,10,6,-4,-5,-5,-1,0,-2
O=C(Nc1nncs1)c1ccc(N2C(=O)C3C4C=CC(C4)C3C2=O)cc1 (centres undefined),-1,-8,3,11,-6,-8,-6,6
NC(=O)NC(=O)CC1S/C(=N/N=C2/NC(=O)CS2)NC1=O (centres undefined),2,-17,-6,4,7,-3,0,0
CCc1nc(SCc2ccccc2C)n[nH]1,16,-12,-12,3,-15,0,4,-2
CC(NC(=O)c1cc2cc(Br)ccc2oc1=N)c1ccccc1 (centres undefined),20,-8,11,10,-1,3,13,3
CN(C)CCCN(C(=O)c1ccc(C(=O)c2ccccc2)cc1)c1nc2ccc(F)cc2s1,21,33,-8,24,36,-4,6,0
Cc1ccc(-c2n[nH]c(=S)n2/N=C/c2ccc(C)o2)cc1,10,8,4,0,1,11,-5,-4
COc1cccc(OCCCCCCN2CCOCC2)c1,11,7,0,-3,-29,0,-4,-4
Cc1ccc(NC(=O)C2(NC(=O)c3cccc(N4C(=O)CSC4c4ccccc4)c3)CCCCC2)cc1 (centres undefined),-5,-3,3,20,0,11,-15,-7
CCOC(=O)c1ccc(N=c2scc(C)n2CC)cc1,13,2,7,4,.,4,20,-2
Cc1ccc(S(=O)(=O)N(C)C)cc1NC(=O)COC(=O)Cc1ccccc1F,15,3,-5,16,-13,0,4,-2
CCO[C@H]1OC(C(=O)N2CCCCCCC2)=C[C@@H](c2ccccc2)[C@@H]1CCCO,6,-7,-1,11,-3,5,4,-4
COc1ccc(N2CCN(c3ccc(Cl)nn3)CC2)cc1,5,15,0,9,-8,-1,-8,-4
CC(C)c1ccc(Nc2nnc(SCC(=O)Nc3ncc(S(=O)(=O)c4ccc([N+](=O)[O-])cc4)s3)s2)cc1,-52,-13,-4,15,-48,-4,-5,2
Cc1nn2c3c(cnc2c1-c1ccccc1)C(=O)CCC3,2,-5,7,6,-25,5,2,4
CCOC(=O)CCCCCC(=O)Nc1ccc2c(c1)CC(=O)N([C@H](C)CO)C[C@H](C)[C@H](CN(C)S(=O)(=O)c1ccc(OC)cc1)O2,10,9,-1,15,-25,2,-4,-3
NS(=O)(=O)c1ccc(NC(=O)Nc2cccc3ccccc23)cc1,14,0,4,-2,10,3,-10,1
O=C1C2C3C=CC(CC3)C2C(=O)N1c1ccc(Cl)cc1 (centres undefined),11,-3,10,-1,3,4,4,-4
O=C(O)CC/C(=C\c1ccc(N2CCOCC2)c([N+](=O)[O-])c1)c1nc2ccccc2s1,.,.,2,9,0,9,-1,.
CC(C)(C)c1ccc(C(=O)C2CCCN(C(=O)c3ccccn3)C2)cc1 (centres undefined),6,-4,-10,10,23,3,43*,4
O=C(Nc1cccc(Cl)c1)c1ccc(F)c(S(=O)(=O)N2CCN(c3ccccn3)CC2)c1,-10,7,1,24,7,-1,13,2
CCOC(=O)CC1C(=O)NC2CCCCC2N1C(=O)Nc1ccc(Cl)cc1 (centres undefined),1,-4,-7,11,-7,-13,2,1
COc1ccc(C2CC(c3ccc4ccccc4c3)=NN2C(=O)CNC2CCCCC2)cc1 (centres undefined),10,4,6,44,27,22,-3,-2
CC1CCN(C(=O)CSc2nnc3ccc(-c4cccnc4)nn23)CC1,8,-2,-5,7,4,-13,3,-4
O=C(NNC(=S)Nc1ccccc1)c1cccc(S(=O)(=O)N2CCOCC2)c1,12,-22,3,8,16,3,3,-2
O=C(Cn1ncc2c([nH]c3ccccc32)c1=O)Nc1ccc(CN2CCCCC2)cc1,-13,10,-9,5,-5,-7,-12,91*
CN(Cc1ccco1)C(=O)c1ccc(CNS(=O)(=O)c2ccc3c(c2)C(C)(C)C(=O)N3C)cc1,-12,-1,2,3,20,6,-11,-2
O=C(NC1CCCc2ccccc21)C1CCCO1 (centres undefined),-14,0,-11,4,-2,-2,0,-4
O=C(Nc1cc2c(cc1Br)OCCCO2)c1cccnc1,-50,-3,-16,-3,-11,-3,0,0
CC(C)(C)c1ccc(-c2n[nH]c(=S)n2C2CCCC2)cc1,15,-16,1,8,14,0,-17,-6
COc1ccc(NC(=O)c2ccc3c(=O)n(CC4CCCO4)c(=S)[nH]c3c2)c(OC)c1 (centres undefined),13,-8,6,10,3,5,-2,0
COC(=O)c1ccc(/C=C2/SC(=S)N(CCCC(=O)Nc3ccc(O)cc3)C2=O)cc1,-21,4,1,7,19,-18,2,0
CCCCOc1ccc(N(CC(=O)NC2CCCCC2)C(=O)c2snc(C(N)=O)c2N)cc1,-12,24,16,2,-5,3,-3,2
O=C(CN1CCOc2ccccc21)NCc1ccc(F)cc1,15,7,-12,3,3,-5,-4,-3
O=C(NNC(=O)c1cc(Br)c(Br)s1)c1csc(N2CCOCC2)n1,-55,3,-7,-3,-11,6,1,-4
CCOc1ccc(C2/C(=C(\O)c3cccc(OC)c3)C(=O)C(=O)N2c2ccccn2)cc1OC (centres undefined),-22,-16,2,-3,3,3,0,1
CCCCNC(=O)CSc1cc(=O)n(C)c2ccccc12,4,11,-1,9,-27,0,0,2
O=C(CN1CCN(S(=O)(=O)c2ccc(F)cc2)CC1)NCc1cccs1,6,6,6,-3,8,4,-7,-7
Cc1cc(C)n(-c2cc(N3CCN(C(=O)c4cccc(F)c4)CC3)ccc2[N+](=O)[O-])n1,-5,-7,11,-1,-9,4,-12,0
COc1ccccc1C(=O)NNC(=O)c1ccccc1[N+](=O)[O-],9,5,3,18,-3,-3,-2,-1
Cn1cc(CNC(=O)/C=C/c2ccc(Cl)cc2)cn1,4,2,31,9,.,1,6,-3
O=C(CSc1nc2ccsc2c(=O)n1CC1CCC(C(=O)O)CC1)NCCc1ccc(Cl)cc1 (centres undefined),5,13,6,-7,-12,6,-1,0
CCOC(=O)C1CCN(C(=O)CN(c2ccc(OC)c(OC)c2)S(=O)(=O)c2ccccc2)CC1,-33,-5,-5,7,-2,5,-3,3
O=C(Nc1ccccc1)N(C1=NCCCCS1)c1cccc2ccccc12,-2,-17,-3,4,-1,-8,-2,-5
Cc1ccc(C(=O)COC(=O)CNC(=O)CNC(=O)c2ccc(C)cc2)cc1,12,5,-9,5,0,-15,-2,0
NC1=NC[C@@H](CC2CCCCC2)N1CCc1cc(C(F)(F)F)cc(C(F)(F)F)c1,-3,91*,9,-4,9,-15,16,6
COc1ccccc1-c1nc(C#N)c(N2CCN(Cc3ccccc3)CC2)o1,-15,-2,4,-5,-2,-4,2,-3
CCOc1ccc(-c2n[nH]c(C)c2Oc2ccccc2OC)c(O)c1,11,13,16,11,1,14,-5,-4
CN(C)/C=C/c1oc2ccc(O)cc2c1[N+](=O)[O-],49*,i,3,61*,-32,42*,-6,-7
CCOc1ccc(N2C(=O)CSC2=S)cc1,23,-1,25,5,3,5,6,-2
O=C(NCc1ccc(F)cc1F)Nc1cnccc1C(F)(F)F,18,-5,-7,1,-4,3,4,-3
CCCCC/C=C/C1=CC(=O)C[C@H](c2ccc(OC)c(OC)c2)C1,0,-20,10,18,11,5,-3,0
CCOC(=O)c1c(/N=C/c2cc(C)ccc2O)sc2c1CCC2,-10,1,-8,20,-12,1,15,-1
CC(C)(C)C(=O)N1CCC(O)(CS(=O)(=O)Cc2ccccc2Cl)CC1,-11,-3,-14,7,5,4,6,-2
COC(=O)c1c(NS(C)(=O)=O)sc2c1CCCC2,11,-9,-7,-17,-6,0,-5,10
COc1cc(NS(C)(=O)=O)c(OC)cc1NC(=O)c1ccccc1,-31,-5,-2,-7,6,-5,-5,5

# Three compounds drawn at random from the list so far, as already listed:
SMILES,APJ antag,UBC13 inh,EBI2 block,CCR6 antagonist,Gli-Sufu block,CXCR6 inh,ATG4B inhibitor,APJ ag
Cc1ccc2c(CN3CC(C)CC(C)C3)cc(=O)oc2c1 (centres undefined),16,5,7,21,-21,-1,0,1
NC(=O)NC(=O)CC1S/C(=N/N=C2/NC(=O)CS2)NC1=O (centres undefined),2,-17,-6,4,7,-3,0,0
Cc1ccc(S(=O)(=O)N(C)C)cc1NC(=O)COC(=O)Cc1ccccc1F,15,3,-5,16,-13,0,4,-2

# More entries follow.
SMILES,APJ antag,UBC13 inh,EBI2 block,CCR6 antagonist,Gli-Sufu block,CXCR6 inh,ATG4B inhibitor,APJ ag
CCOc1ccc(-n2c(SCC(=O)NCc3ccco3)nc3ccccc3c2=O)cc1,-6,0,3,10,7,-2,18,-3
COc1ccccc1/C=C/C(=O)OCC(=O)N1CCc2ccccc21,5,-5,-9,16,4,1,5,-2
O=C(N/N=C/c1ccc[nH]1)c1ccccc1OCc1ccccc1Cl,-14,-2,3,26,-7,-2,4,-1
CC(=O)N1N=C(c2ccc(C)cc2)OC1c1ccc(C(C)C)cc1 (centres undefined),-5,-3,9,15,-99,10,1,0
COCCNc1nc(N2CCCCC2)c2cnn(C)c2n1,9,5,-12,5,7,-8,-11,-1
